SENP1 FRET inh = human SENP1 catalytic domain inhibitors, primary screen, biochemical, FRET, uHTS; Sentrin-specific protease 1 (Homo sapiens), Q9P0U3; recombinant SENP1 catalytic domain, CyPet-SUMO1-YPet FRET cleavage; inhibition, % at 10 µM; hit rate 0.21% among 360,000;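 active = inhibition at least 30% at 10 µM, raw YFP signal under a set limit, fluorescence ratio 0.5 to 1.5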;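 also: 0% = enzyme with DMSO and 100% = no enzyme wells; some results filed as inactive read as strong as hits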
Target sequence (Q9P0U3 419-644 limits assumed): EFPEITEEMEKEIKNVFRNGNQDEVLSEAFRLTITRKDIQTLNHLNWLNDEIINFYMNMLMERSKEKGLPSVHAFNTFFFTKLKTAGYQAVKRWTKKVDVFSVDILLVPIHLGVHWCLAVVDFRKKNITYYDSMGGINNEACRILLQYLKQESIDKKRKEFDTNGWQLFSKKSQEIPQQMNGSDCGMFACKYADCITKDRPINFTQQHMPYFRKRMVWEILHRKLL
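Material – human SENP1 catalytic domain · Input – SENP1 enzyme, 20 pM final · Compound dosing – single concentration of 10 µM compound, 0.5% DMSO final · Timing – enzyme reaction for 50 min at room temperature, dark · Measured by – FRET fluorescence in CFP and YFP emission channels · Control set – no-enzyme wells low, DMSO-plus-enzyme wells high control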
hIAP inh = human IAP inhibitors, primary screen, biochemical, luminescence, uHTS; purified IAP, CDP-Star luminescence, 30 min; hit rate 0.12% among 330,000; Intestinal-type alkaline phosphatase (Homo sapiens), P09923; AID 2544, 2010; inhibition, % at 10 µM;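 active = inhibition reaching a set limit with compound at 10 µM in the primary screen, cut at about 35% in these data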;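 also: plate controls were DMSO wells with enzyme for no effect and no-enzyme buffer wells for full effect; values of inactives mirror those of a sister screen read the other way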
MIN6 prolif = inducers of MIN6 beta-cell proliferation, primary screen, ATP luminescence, uHTS; MIN6 cells proliferation, ATPlite luminescence, 48 h; cells starved in 0.2% serum; 100% = growth in 10% serum; hit rate 0.29% among 330,000; proliferation, % at 10 µM; AID 2380, 2010;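 active = compounds whose signal lies at least 3.5 SD above the mean of all wells on their plate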;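 also: 0% = DMSO-treated cells in low-serum medium and 100% = 10% serum control; some compounds called inactive have numbers as strong as hits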
NLRP3 yeast inh = NALP3 inflammasome inhibitors in reconstituted yeast, primary screen, luminescence, uHTS; AID 2825, 2010; hit rate 0.39% among 330,000; inhibition, % at 10 µM; Yeast reconstituted NLRP3/ASC/caspase-1, beta-gal luminescence, 24 h;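 active = inhibition of 50% or more; inactive = inhibition below 50%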;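 also: plate controls were induced DMSO wells for no effect and uninduced yeast grown without galactose for full effect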
mIAP activ = activators of mouse IAP, primary screen, biochemical, luminescence, uHTS; intestinal alkaline phosphatase [Mus musculus]; muIAP, CDP-Star luminescence, 30 min; stronger effect = higher value; 1 = vehicle-only enzyme signal, 0 = enzyme-free wells; activation factor at 10 µM; hit rate 0.24% among 330,000; AID 2805, 2010;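 active = activation factor of at least 2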; also: the source names both 10 and 20 µM as test concentration; values of inactives mirror those of a sister screen read the other way
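also added = chemiluminescent substrate CDP-Star | test system = mouse IAP enzyme | signal = chemiluminescence readout | compound = DMSO-dissolved test compounds | incubation = 30 min at room temperature | benchmarks = DMSO wells, no-enzyme wells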
mIAP block = inhibitors of mouse IAP, primary screen, biochemical, luminescence, uHTS | purified mouse IAP, CDP-Star luminescence, 30 min | intestinal alkaline phosphatase [Mus musculus] | inhibition, % at 10 µM | hit rate 0.2% among 330,000;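 active = inhibition of at least 40% at 10 µM in the primary screen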;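 also: plate controls were DMSO with enzyme for no effect and no enzyme wells for full effect; values of inactives mirror those of a sister screen read the other way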
APOBEC3G inh = APOBEC3G DNA deaminase inhibitors, primary screen, biochemical, fluorescence, single-stranded DNA substrate, uHTS | DNA dC->dU-editing enzyme APOBEC-3G (Homo sapiens), Q9HC16 | recombinant A3G, ssDNA deamination FAM/TAMRA fluorescence | hit rate 0.28% among 330,000 | AID 493012, 2011 | inhibition, % at 20 µM;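 active = inhibition of at least 40% at 20 µM, with no more than 30% in the related APOBEC3A deaminase screen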;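 also: plate controls were DMSO wells with A3G for no effect and wells lacking A3G enzyme for full effect; some compounds called inactive have numbers as strong as hits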
Target sequence (Q9HC16 whole entry, looked up): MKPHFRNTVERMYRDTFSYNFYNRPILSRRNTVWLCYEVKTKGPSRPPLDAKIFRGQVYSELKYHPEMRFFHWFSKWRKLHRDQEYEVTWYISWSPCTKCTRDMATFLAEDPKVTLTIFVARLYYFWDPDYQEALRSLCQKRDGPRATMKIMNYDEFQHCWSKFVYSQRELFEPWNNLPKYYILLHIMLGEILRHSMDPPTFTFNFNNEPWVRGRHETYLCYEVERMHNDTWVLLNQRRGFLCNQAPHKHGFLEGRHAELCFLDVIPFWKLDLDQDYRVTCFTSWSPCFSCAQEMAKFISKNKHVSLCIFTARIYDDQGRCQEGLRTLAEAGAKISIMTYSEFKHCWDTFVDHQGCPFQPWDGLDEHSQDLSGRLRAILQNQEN
A3A deaminase = APOBEC3A ssDNA deaminase inhibitors, primary screen, selectivity assay for APOBEC3G inhibitor project, biochemical, FAM/TAMRA oligo cleavage fluorescence; DNA dC->dU-editing enzyme APOBEC-3A (Homo sapiens), P31941; recombinant A3A, FAM/TAMRA ssDNA deamination fluorescence; inhibition, % at 20 µM; hit rate 0.41% among 330,000; AID 493011, 2011;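 active = at least 40% inhibition at 20 µM here, with at most 30% in a related deaminase screen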;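 also: plate controls were A3A with DMSO for no effect and wells lacking A3A enzyme for full effect; some results filed as inactive read as strong as hits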
Target sequence (P31941 whole entry, looked up): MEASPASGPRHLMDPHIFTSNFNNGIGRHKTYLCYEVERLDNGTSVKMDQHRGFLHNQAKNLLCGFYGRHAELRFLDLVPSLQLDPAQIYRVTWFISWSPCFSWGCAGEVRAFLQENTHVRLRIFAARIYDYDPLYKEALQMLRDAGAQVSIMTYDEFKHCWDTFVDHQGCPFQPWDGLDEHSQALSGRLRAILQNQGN
hIAP activ = human IAP activators, primary screen, biochemical, luminescence, uHTS | purified human IAP, CDP-Star luminescence, 30 min; stronger effect = higher value; 1 = vehicle-only enzyme, 0 = enzyme-free background | Intestinal-type alkaline phosphatase (Homo sapiens), P09923 | activation factor at 10 µM | hit rate 0.16% among 330,000 | AID 2524, 2010;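 active = activation factor of the enzyme at least 2-fold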; also: the source names both 10 and 20 µM as test concentration; values of inactives mirror those of a sister screen read the other way
An asterisk follows results filed as active. The list is partial, so the mix of outcomes need not match the whole.

1. O=C(NCN1C(=O)C2C3C=CC(C3)C2C1=O)Nc1ccccn1 (configuration not stated)
2. COc1ccc(COC(=O)Nc2cc3c(C(F)(F)F)nn(C)c3s2)cc1
3. Cc1cc(F)ccc1S(=O)(=O)Nc1ncnc2scc(-c3ccc(F)cc3)c12
4. O=C(CN1C(=O)NC(c2ccccc2)(c2ccccc2)C1=O)NCc1cccs1
5. COc1ccccc1[C@@H]1C(c2cccc(Cl)c2)=NN(c2ccc(Br)cc2)[C@H]1C(=O)N1CCOC1=O
6. Cc1cc(/C=N/N2CCN(C)CC2)c(C)n1-c1ccc(Cl)cc1
7. CCCCSc1nc2c(c(=O)n1CC)SC(C)C2 (configuration not stated)
8. Clc1ccc2c(c1)C(C1=NCCN1)c1ccccc1CS2 (configuration not stated)

entry no.	1	2	3	4	5	6	7	8
SENP1 FRET inh	3	2	-2	1	-59	-3	-1	1
hIAP inh	2	-2	1	-15	4	-7	-10	-8
MIN6 prolif	0	-3	-5	-3	-8	-3	5	-3
NLRP3 yeast inh	19	25	3	6	-3	4	11	12
mIAP activ	1	1.3	0.97	1.1	1.1	0.99	1	0.95
mIAP block	-3	-26	3	-15	-13	1	0	5
APOBEC3G inh	-2	-6	-10	-7	-10	3	-2	-6
A3A deaminase	0	-2	-4	1	0	6	-4	1
hIAP activ	0.98	1	0.99	1.2	0.96	1.1	1.1	1.1

9. Cc1cc(=O)oc2cc(NC(=O)c3c(Cl)cnn3C)ccc12
10. Cc1cccc(NC(=S)Nc2ccc(N3CCOCC3)cc2)c1C
11. CCOC(=O)c1c(NC(=O)C2CCN(S(=O)(=O)c3cccs3)CC2)sc(C)c1C
12. Cc1cc(/C=N/NC(=O)C(O)(c2ccccc2)c2ccccc2)c(C)n1-c1cccc(C(=O)O)c1
13. CN(c1ccccc1C(=O)NCC1CCCO1)S(C)(=O)=O (configuration not stated)
14. O=C(NC1CCCN(Cc2ccccc2F)C1)c1cccs1 (configuration not stated)
15. COc1ccc(NC(=O)C2(S(=O)(=O)c3ccc(C)cc3)CC2)cc1
16. COc1ccc(C(=O)N/N=C/c2ccc(OC)c(COc3ccc(F)cc3)c2)cc1

entry no.	9	10	11	12	13	14	15	16
SENP1 FRET inh	2	8	0	-10	1	1	2	1
hIAP inh	-25	7	-56	4	-6	2	-10	-5
MIN6 prolif	-4	0	1	-1	-1	-6	2	-5
NLRP3 yeast inh	15	-7	20	2	-7	14	22	20
mIAP activ	1	0.91	1.1	0.73	1.1	1	0.93	0.96
mIAP block	-1	9	-6	26	-5	-3	7	4
APOBEC3G inh	-3	-1	-5	23	-7	-6	-7	6
A3A deaminase	-3	-1	-3	45*	-2	-4	-6	-1
hIAP activ	1.2	0.93	1.6	0.96	1.1	0.98	1.1	1.1

17. COc1cccc(CNc2cc(C)ccn2)c1O
18. COc1ccc(NC(=O)Cn2nnc(-c3ccccc3NC(=O)c3ccco3)n2)cc1
19. CC(CC(=O)Nc1cccc(S(=O)(=O)N2CCCCC2)c1)c1ccccc1 (configuration not stated)
20. COc1c(Br)cc([N+](=O)[O-])c(OC)c1C(=O)NC(=O)Nc1c(Cl)cccc1Cl
21. Cc1cccc(NC(=O)C2Cc3ccccc3O/C2=N\O)c1 (configuration not stated)
22. N=C(N)c1ccc(/C=C/c2ccc(C(=N)N)cc2O)cc1
23. Cc1cc(C)c2sc(NC(=O)CN3C(=O)CCC3=O)nc2c1
24. CC(=O)Nc1ccc(N(C(=O)CNC(=O)c2ccco2)C(C(=O)NCc2ccco2)c2ccccc2F)cc1 (configuration not stated)

entry no.	17	18	19	20	21	22	23	24
SENP1 FRET inh	-1	2	-2	0	-1	55*	-1	2
hIAP inh	-11	9	-19	13	0	17	-6	-12
MIN6 prolif	1	0	-4	-1	0	2	-1	-1
NLRP3 yeast inh	22	23	10	2	0	16	13	-15
mIAP activ	0.96	1.2	1.6	1	0.97	0.97	0.94	0.93
mIAP block	4	-18	-61	-1	3	3	6	7
APOBEC3G inh	-6	2	11	-12	-10	10	19	-4
A3A deaminase	0	1	40*	1	-6	20	5	-4
hIAP activ	1.1	0.91	1.2	0.87	1	0.83	1.1	1.1

25. CN1c2ccccc2C(O)=C(C(=S)Nc2ccccc2)S1(=O)=O
26. CC1CC(C)CN(S(=O)(=O)c2ccc(C(=O)N3CCOCC3)cc2)C1 (configuration not stated)
27. CCOC(=O)C1CCCN(c2c(NCCN(CC)c3ccccc3)c(=O)c2=O)C1 (configuration not stated)
28. Cc1ccc(Nc2ncccc2C(=O)O)cc1C
29. CN(Cc1ccccc1)S(=O)(=O)c1ccc(NC(=O)C2CCCCC2C(=O)O)cc1 (configuration not stated)
30. CCN(CC)CCNc1nc2cc(OC)c(OC)cc2c2nc(-c3ccccc3)nn12
31. COc1cc(C(=O)NCC(c2ccco2)N2CCCC2)ccc1OCc1ccccc1 (configuration not stated)
32. O=c1c2ccccc2c(C=Nc2cccc(S(=O)(=O)NC3=NCCCCC3)c2)c(O)n1Cc1ccccc1

entry no.	25	26	27	28	29	30	31	32
SENP1 FRET inh	-1	-7	2	-2	4	2	-6	-55
hIAP inh	-10	-23	2	0	9	20	-10	5
MIN6 prolif	-2	0	-2	-5	-3	-6	-1	-1
NLRP3 yeast inh	14	0	7	6	15	17	12	1
mIAP activ	0.99	1.1	0.97	1.1	1.1	1	1	0.91
mIAP block	1	-7	3	-5	-8	-1	-1	10
APOBEC3G inh	-1	-7	-8	-5	-5	-1	-8	1
A3A deaminase	-3	1	-9	-2	-4	7	-5	7
hIAP activ	1.1	1.2	0.98	1	0.91	0.8	1.1	0.95

33. C=CCC[C@H](Cc1ccc(F)cc1)C(=O)OC[C@@H]1CCCN1C(=O)[C@@H](CC=C)CC(=O)NCCO
34. C=CCc1ccc(OCCCCCN2CCOCC2)c(OC)c1
35. COCCNC(=O)CN1N=C(c2ccc(C)cc2)CCC1=O
36. O=C(CSc1nc2cc3ccccc3cc2[nH]1)Nc1ccc(F)cc1
37. COC(=O)c1c(S(N)(=O)=O)c2ccccc2n1C
38. CC(C)(C)NC(=O)CN(C(=O)c1csnn1)c1cccc2c1CCCC2
39. CCOc1nc(N2CCOCC2)nc(N2CCOCC2)n1
40. Cc1cc(NC(=O)/C=C/c2ccccc2Cl)no1

entry no.	33	34	35	36	37	38	39	40
SENP1 FRET inh	0	3	-2	1	1	1	0	-7
hIAP inh	13	7	0	-20	3	4	5	-23
MIN6 prolif	2	-2	0	-3	-2	6	0	0
NLRP3 yeast inh	17	26	1	13	9	8	20	15
mIAP activ	0.84	1.1	1	0.83	0.92	0.92	1.1	1
mIAP block	16	-13	-3	17	8	8	-8	-4
APOBEC3G inh	-5	-6	-10	-2	-6	-17	13	-8
A3A deaminase	-1	-3	-4	-2	-3	-6	4	-4
hIAP activ	0.87	0.93	1	1.2	0.97	0.96	0.95	1.2

Profiles from above:
Entry for CCOc1nc(N2CCOCC2)nc(N2CCOCC2)n1 : SENP1 FRET inh: 0; hIAP inh: 5; MIN6 prolif: 0; NLRP3 yeast inh: 20; mIAP activ: 1.1; mIAP block: -8; APOBEC3G inh: 13; A3A deaminase: 4; hIAP activ: 0.95
Entry for C=CCC[C@H](Cc1ccc(F)cc1)C(=O)OC[C@@H]1CCCN1C(=O)[C@@H](CC=C)CC(=O)NCCO : SENP1 FRET inh: 0; hIAP inh: 13; MIN6 prolif: 2; NLRP3 yeast inh: 17; mIAP activ: 0.84; mIAP block: 16; APOBEC3G inh: -5; A3A deaminase: -1; hIAP activ: 0.87
Entry for C=CCc1ccc(OCCCCCN2CCOCC2)c(OC)c1 : SENP1 FRET inh: 3; hIAP inh: 7; MIN6 prolif: -2; NLRP3 yeast inh: 26; mIAP activ: 1.1; mIAP block: -13; APOBEC3G inh: -6; A3A deaminase: -3; hIAP activ: 0.93

(listing goes on)
41. CC1CCCC(C)N1C(=O)CSc1nnc(COc2cccc3cccnc23)o1 (configuration not stated)
42. Cc1cccc(-c2noc(CCC(=O)NCC3CCCO3)n2)c1 (configuration not stated)
43. O=C(CNC(=O)c1ccco1)OCc1cccc(Cl)c1
44. O=C(NCc1ccc(F)cc1)c1cccc(NC2=NC3CS(=O)(=O)CC3S2)c1 (configuration not stated)
45. CC(C)(C)NC(=O)CSc1ncnc2c1nnn2Cc1ccccc1Cl
46. CC(C)(C)c1ccc(C(=O)NCCCn2ccnc2)cc1
47. NCCc1nnc(SCc2ccccc2F)o1
48. Cc1ccccc1NC(=O)Cc1ccccc1

entry no.	41	42	43	44	45	46	47	48
SENP1 FRET inh	2	1	-1	2	1	0	1	0
hIAP inh	-4	20	-2	-2	-4	-31	10	9
MIN6 prolif	-1	-1	-2	6	1	-5	1	0
NLRP3 yeast inh	11	6	13	18	1	6	63*	2
mIAP activ	1	1.1	0.96	1.1	0.95	1	0.93	0.96
mIAP block	-1	-6	4	-6	5	-3	7	4
APOBEC3G inh	-7	-2	-6	0	-5	-7	-4	-6
A3A deaminase	-3	2	-1	-3	-2	-8	1	-4
hIAP activ	1	0.8	1	1	1	1.3	0.9	0.91

49. CCN(CC)CCSc1nnc2c3ccccc3n(Cc3ccccc3)c2n1
50. O=C(CN(c1ccccc1)S(=O)(=O)c1ccc(F)cc1)NC1CCCCCC1
51. CCc1ccccc1Nc1nc(N)nc(COC(=O)C2=COCCO2)n1
52. COCCN(C(=O)c1csnn1)C(C(=O)NC1CCCCC1)c1ccccc1F (configuration not stated)
53. CCCCCCOc1ccc(N2C(=O)CC(SC(=NCC)NCC)C2=O)cc1 (configuration not stated)
54. C[C@@H]1CN([C@H](C)CO)C(=O)c2cccc(NC(=O)NC3CCCCC3)c2O[C@@H]1CN(C)C(=O)Nc1ccc(C(F)(F)F)cc1

entry no.	49	50	51	52	53	54
SENP1 FRET inh	-1	3	0	0	-1	-1
hIAP inh	16	23	-1	-7	-10	-1
MIN6 prolif	-6	-1	-2	-2	-3	-6
NLRP3 yeast inh	15	18	23	27	0	7
mIAP activ	0.92	0.94	1.1	1.1	0.95	1
mIAP block	8	6	-14	-5	5	-2
APOBEC3G inh	-2	9	-3	-2	-6	-6
A3A deaminase	8	-6	1	-6	0	-3
hIAP activ	0.83	0.77	1	1.1	1.1	1
